S3 lipid droplet – qHTS Assay for Lipid Storage Modulators in Drosophila S3 Cells | Drosophila S3 cells, BODIPY lipid droplet fluorescence, 18-24 h; cells fed with added oleic acid | lipid storage change, negative = inhibition, % at the top dose, mostly 46.1 µM; hits show Potency in µM | 320,000 tested, 0.64% active; active means well fitted inhibition curve with a large enough effect in the signal ratio, with a control signal flat, not every such curve was filed as active; inconclusive means small, poorly fitted or top-dose-only effect, or effect the other way, or a change in a side signal; the % refers to the signal ratio
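Drosophila S3 cells loaded with oleic acid (400 uM, as added) and compounds at several concentrations; lipid droplets imaged by 488-nm laser-scanning cytometry, 500–530 nm intensity and object ratio to cell channel. Percent activity normalized to 20 uM Triacsin C.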
S3 lipid droplet cell count max – second read-out of S3 lipid droplet, no call of its own (marks repeat the call); cell number change, %; measured here: cell count max response;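 cells counted by Cell Tracker Red CMTPX staining in the red channel; peak over a dose series mostly up to 46.1 µM; percent activity relative to internal control wells on each plate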
* = called active by the depositor; i = inactive; u = inconclusive; x = not tested or not shown. On the % scale 0 is the no-effect control and ±100 the full control effect; potency means the concentration at half of the fitted maximal effect.

| SMILES | S3 lipid droplet | S3 lipid droplet cell count max |
| --- | --- | --- |
| CNC(=O)CCc1ccc(OC)cc1 | u | x |
| CCN1C(=O)C(CC(=O)NC)N(NC(=O)c2ccccc2)C1=S (centres undefined) | 7% | 5 |
| Cc1ccc(-n2c(SCC(N)=O)nnc2-c2cnccn2)cc1 | -8% | -3 |
| COc1cc(C(=O)Nc2ccccc2N2CCOCC2)ccc1OCC(=O)N1CCOCC1 | -20% | x |
| CCN1/C(=C/c2ccc3cc(C)cc(C)c3[n+]2CC)Sc2cc(C)ccc21 | u | x |
| CCCC(=O)N1CCN(c2ccc(NC(=O)c3ccc(Br)o3)cc2)CC1 | i | -14 |
| CCn1c(SCC(=O)Nc2cc(C)on2)nc2sc(C)c(C)c2c1=O | u | x |
| CC(=O)Nc1ccc(Nc2nc(C(F)(F)F)nc3c2nnn3Cc2ccccc2Cl)cc1 | u | x |
| COc1ccc(NC(=O)C(C)N(C)Cc2ccc3ccccc3c2)cc1 (centres undefined) | u | x |
| CCN(CC(=O)NCc1ccc(F)cc1)C(=O)Cc1c(F)cccc1Cl | i | 9 |
| CCOc1ccc2nc(NC(=O)COC)sc2c1 | u | x |
| CC1=C(C(=O)N2CCCCC2)C2(CCC(C)CC2)OC1=O (centres undefined) | u | x |

Brought forward from above: 2 entries, then new ones.
| SMILES | S3 lipid droplet | S3 lipid droplet cell count max |
| --- | --- | --- |
| CCOc1ccc2nc(NC(=O)COC)sc2c1 | u | x |
| CC1=C(C(=O)N2CCCCC2)C2(CCC(C)CC2)OC1=O (centres undefined) | u | x |
| COCC(C)NC(=O)Cc1ccc(F)cc1 (centres undefined) | u | x |
| O=C(Nc1nnc(-c2ccc(F)cc2)o1)c1ccc(S(=O)(=O)N2CCOCC2)cc1 | -26% | -3 |
| CC(=O)NCCn1ccc2ccccc21 | u | x |
| COc1ccc(-c2nc(-c3ccccc3)c(-c3cc([N+](=O)[O-])ccc3C)[nH]2)cc1O | u | x |
| O=C(Nc1ccccc1C(=O)NCc1cccnc1)c1ccc(Cl)cc1Cl | u | x |
| CC1CN(Cc2c(O)ccc3c(=O)c(-c4ccccc4)coc23)CC(C)O1 (centres undefined) | 1% | 0 |
| CCn1c(SCc2nnc(-c3ccccc3)o2)nnc1-c1ccc(S(=O)(=O)N2CCCC2)cc1 | i | 9 |
| FC(F)(F)c1ccc(Oc2ccc(Cl)cc2Br)nc1 | -10% | x |
| O=c1cc(CSc2ccc(Cl)cc2)nc(-c2ccccc2)[nH]1 | u | x |
| COc1ccc(/C(C)=N/NC(=O)c2nnn(-c3nonc3N)c2-c2cccs2)cc1 | u | x |
| O=C(COC(=O)/C=C/c1ccc2c(c1)OCO2)NC1CC1 | 2% | x |
| O=C(/C=C/c1ccccc1Cl)NCCc1ccc(F)cc1 | u | x |
| Cc1cc2oc(C(=O)N3CCN(CCc4ccccn4)CC3)c(C)c2cc1C | i | x |
| CCC1=NN(S(=O)(=O)c2ccc(C)cc2)C(O)(C(F)(F)F)C1 (centres undefined) | u | x |
| COc1ccc(N2Cc3ccccc3C2=NC(=O)c2cccc([N+](=O)[O-])c2)cc1 | 7% | 2 |
| COc1ccc(NC(=O)C2CCCN(S(=O)(=O)c3ccc4c(c3)CC(C)N4C(C)=O)C2)cc1 (centres undefined) | u | x |
| Cc1ccccc1C(=O)Nc1nnc(S(=O)(=O)N2CCCCCC2)s1 | 2% | -11 |
| COc1cc(Br)c(C(C)NC(=O)c2cccc(Br)c2)cc1OC (centres undefined) | i | -1 |
| O=C(NCc1cccs1)C1CCCN(C(=O)Nc2ccccc2)C1 (centres undefined) | u | x |
| Cc1nc(-c2cccc(N)c2)cs1 | u | x |
| COc1ccc(CCNC(=O)CN2CCC(C)CC2)cc1OC | u | x |
| COc1cccc(C(=O)N2CCN(Cc3ccccn3)CC2)c1 | -2% | 13 |
| Cc1n[nH]c(=O)c2c(NC(=O)CSc3nc4ccccc4c(=O)n3CCCOC(C)C)oc(C)c12 | -7% | 7 |
| COCC1CCCN(C(=O)c2ccc3oc(CCCc4ccccc4)nc3c2)C1 (centres undefined) | u | x |

6 successive records from above:
| SMILES | S3 lipid droplet | S3 lipid droplet cell count max |
| --- | --- | --- |
| Cc1cc2oc(C(=O)N3CCN(CCc4ccccn4)CC3)c(C)c2cc1C | i | x |
| CCC1=NN(S(=O)(=O)c2ccc(C)cc2)C(O)(C(F)(F)F)C1 (centres undefined) | u | x |
| COc1ccc(N2Cc3ccccc3C2=NC(=O)c2cccc([N+](=O)[O-])c2)cc1 | 7% | 2 |
| COc1ccc(NC(=O)C2CCCN(S(=O)(=O)c3ccc4c(c3)CC(C)N4C(C)=O)C2)cc1 (centres undefined) | u | x |
| Cc1ccccc1C(=O)Nc1nnc(S(=O)(=O)N2CCCCCC2)s1 | 2% | -11 |
| COc1cc(Br)c(C(C)NC(=O)c2cccc(Br)c2)cc1OC (centres undefined) | i | -1 |

Among those listed so far, 3 contain bromine:
| SMILES | S3 lipid droplet | S3 lipid droplet cell count max |
| --- | --- | --- |
| CCCC(=O)N1CCN(c2ccc(NC(=O)c3ccc(Br)o3)cc2)CC1 | i | -14 |
| FC(F)(F)c1ccc(Oc2ccc(Cl)cc2Br)nc1 | -10% | x |
| COc1cc(Br)c(C(C)NC(=O)c2cccc(Br)c2)cc1OC (centres undefined) | i | -1 |

(more compounds)
| SMILES | S3 lipid droplet | S3 lipid droplet cell count max |
| --- | --- | --- |
| COc1ccc(OC(=O)c2cnn(-c3ccccc3)c2C)cc1 | u | x |
| CCc1cccc(NC(=S)N(CCCN2CCOCC2)C(C)c2cc3cccc(OC)c3o2)c1 (centres undefined) | 7% | 3 |
| CCc1ccc(C(=O)NNc2ccc(C)c(Cl)c2)cc1 | 11% | -7 |
| COc1ccc(-c2[nH]ncc2CN2CCCCCCC2)c(OC)c1 | 5% | 16 |
| O=C(Nc1cccc(Cl)c1)C1CCN(C(=O)c2cccs2)CC1 | u | x |
| CC(C)OC(=O)c1cccc(-c2ccc(C=O)o2)c1 | u | x |
| Cc1ccc(/C=N/n2c(C)nc3ccccc3c2=O)s1 | u | x |
| CN1CCc2c(n(CC(O)CN3CCN(CCO)CC3)c3ccccc23)C1=O (centres undefined) | 2% | 5 |
| CC(=O)N1[C@H](Cc2ccccc2)C=C[C@]1(C)C(=O)NCc1ccc(C)o1 | 1% | 23 |
| O=C(c1cnccn1)N1CCN(C/C=C/c2ccccc2)CC1 | 26% | 4 |
| CC(=O)c1ccc(NS(=O)(=O)c2cccc(C(=O)Nc3ccccc3C(=O)O)c2)cc1 | 20% | 14 |
| COc1cc2c(cc1NC(=O)c1cccc(S(=O)(=O)N(C)C)c1)oc1ccccc12 | u | x |
| CCC1(C)Cc2ccccc2-c2[nH][nH]c(=O)c21 (centres undefined) | -6% | -17 |
| Cc1cc(C)cc(C(=O)Nc2ccc(N3CCCC3)cc2)c1 | u | x |
| Fc1ccccc1-c1nc(N2CCCCC2)c2ccccc2n1 | -5% | -8 |
| O=C(Nc1ccc2c(c1)OCCO2)C1CCN(c2ncccn2)CC1 | 7% | -3 |
| Cc1ccc(NC(=O)c2cccc(S(=O)(=O)N3CCN(c4ccc(F)cc4)CC3)c2)nc1 | u | x |
| CCC(C)NC(=O)c1cc(-c2ccc3c(c2)OCO3)on1 (centres undefined) | u | x |
| Nc1ccc(Br)c2cccnc12 | 19% | -4 |
| Cc1ccc(NC(=S)NC(=O)c2ccc(F)cc2)cc1S(=O)(=O)Nc1cccc(Cl)c1 | u | x |
| COc1ccc(NC(=O)C2CCN(S(=O)(=O)c3cccc4nonc34)CC2)cc1 | u | x |
| CCOC(=O)N1CCN(C(=O)CCn2nc(-c3ccccc3)ccc2=O)CC1 | -13% | -10 |
| CCOc1ccc(C2C(C(=O)O)CCC(=O)N2C2CCCCC2)cc1 (centres undefined) | u | x |
| CCOC(=O)C(C)Oc1ccc(C2NC(=O)NC(C)=C2C(C)=O)cc1Br (centres undefined) | u | x |
| COC(=O)c1cnc(SCc2ccc([N+](=O)[O-])cc2)n1C | 12% | 14 |
| CCn1c(CNc2ccc(F)cc2)nnc1SCCN1CCCCC1 | u | x |
| O=C(NCCCn1ccnc1)c1cc2ccccc2oc1=O | 9% | 0 |
| CCOc1ccc(-n2c(O)c(/C=N/Nc3nc(C)cc(C)n3)c3ccccc3c2=O)cc1 | 0% | 0 |
| CCc1nnc2n1N=C(c1ccc(Cl)cc1Cl)CS2 | u | x |
| CCn1nc(NC(=O)C(C)C)c2cc3cccc(C)c3nc21 | u | x |
| CCN(CC(=O)NCc1ccncc1)S(=O)(=O)c1cc(Cl)ccc1Cl | i | x |
| Clc1nn2cnnc2c2ccccc12 | -1% | x |
| COCCn1c(SCC(=O)NCc2ccc3c(c2)OCO3)nc2ccccc2c1=O | u | x |
| COc1ccc(OCc2nn3c(Cn4cnc5ccccc54)nnc3s2)cc1 | u | x |
| O=C(CCc1nnc(Cc2c[nH]c3ccccc23)o1)NC1CCCC1 | -5% | 18 |
| COc1cccc(CN2CCN(Cc3ccc4c(c3)OCCO4)CC2CCO)c1 (centres undefined) | -12% | -1 |
| Cn1c(=O)cc(SCC(=O)NCCN2CCN(c3ccccc3F)CC2)c2cc(Cl)ccc21 | -25% | 5 |
| Cc1c(CC(=O)NCCCC(=O)O)c(=O)oc2cc3c(cc12)CCC(C)(C)O3 | u | x |
| O=C(CC(=O)Nc1cc(Cl)ccc1Cl)Nc1cc(Cl)ccc1Cl | -2% | -25 |
| O=C(CCN1C(=O)COc2ccccc21)NCCCN1CCCC1 | u | x |
| CC(=O)Nc1ccc(N=Cc2c(O)c(C(=O)Nc3ccccc3)cc3ccccc23)cc1 | i | x |
| O=C(Nc1ccc(-c2nnco2)cc1)c1ccccc1 | u | x |
| O=c1c2cc(NC(=S)NC3CC3)ccc2nc2n1CCCCC2 | u | x |
| Cc1ccc(-c2ccc(C#N)c(=O)n2CC(=O)N(C)C)cc1 | u | x |
| CC(C)(C)NC(=O)CSc1nnc(C2CC2)n1-c1ccccc1 | u | x |
| Cc1ccc(-c2c[n+](CC(=O)Nc3c(C)cccc3C)c3n2CCC3)cc1 | -3% | 17 |
| CC(C)Cc1nnc(NC(=O)CN2C(=O)NC3(CCCC3)C2=O)s1 | u | x |
| COc1cccc(CN(C)CC(O)COc2cc(Cl)ccc2Cl)c1 (centres undefined) | u | x |
| Cc1cc(C)c(O)c(-c2cc(C(=O)Nc3c(C)n(C)n(-c4ccccc4)c3=O)[nH]n2)c1 | -7% | 12 |
| CC(=O)Nc1ccc(S(=O)(=O)N2CCN(S(=O)(=O)c3ccc(NC(C)=O)cc3)CC2)cc1 | -1% | -5 |
| Cc1ccc(CNc2nc3ccc(C)cc3n3cnnc23)cc1 | u | x |
| CCN(CC)C(=O)Cn1cc(C(=O)C(=O)N2CCN(c3ccc(OC)cc3)CC2)c2ccccc21 | i | -9 |
| CN(C)N=Nc1ccc(S(N)(=O)=O)cc1 | -31% | -24 |
| CCNc1nc(Sc2ccc(C)cc2)cc(C(F)(F)F)n1 | 12% | 3 |
| Cc1cc2c(SCC(=O)NC3CCCCC3)ncnc2s1 | u | x |
| O=C(OCc1ccc(-c2ccccc2)cc1)c1cccc(O)c1 | u | x |
| CCOc1cc(NC(=S)NCC2CCCO2)c(OCC)cc1NC(=O)c1ccccc1C (centres undefined) | -14% | 7 |
| Cc1nn(C)c(C(=O)NCc2ccc(Cl)cc2)c1Cl | u | x |
| Cc1nn(C)cc1C(C(=O)NC1CCCCC1)N(Cc1ccccc1Cl)C(=O)c1cnccn1 (centres undefined) | -10% | 10 |
| Cc1oc(-c2ccccc2)nc1C(=O)OCC(=O)NCc1ccc(Cl)cc1 | u | x |

Other compounds.
| SMILES | S3 lipid droplet | S3 lipid droplet cell count max |
| --- | --- | --- |
| Nc1nc(C(c2ccccc2)c2ccccc2)cs1 | u | x |
| CCCCCN1CC(=O)N2Cc3[nH]c4ccccc4c3C[C@H]2C1=O | u | x |
| O=C(Nc1ccccc1C(=O)N1CCOCC1)C1CC(=O)N(C2CCCC2)C1 (centres undefined) | -13% | -4 |
| CCC1CCCCN1C(=O)CSc1nc(N)cc(N)n1 (centres undefined) | 12% | 2 |
| CC(=O)c1cc2c(cc1NS(=O)(=O)c1cccc(C(=O)O)c1)OCO2 | -3% | 1 |
| Cc1ccc(N(C)C(=O)N2CCN(S(=O)(=O)c3c(C)cc(C)cc3C)CC2)cc1 | u | x |
| CCC1(c2ccccc2)NC(=O)N(CC(=O)NCc2ccc(C)cc2)C1=O (centres undefined) | u | x |
| COCC(=O)N1CCC(Oc2ccc(C(=O)NC(C)c3nccs3)cc2)CC1 (centres undefined) | u | x |
| CCCOc1ccc(C(=O)Nc2ccc(N(C)C)cc2)cc1 | i | 2 |
| CC(=O)OC1OCCOC1NC(=S)Nc1cccc(C(F)(F)F)c1 (centres undefined) | 5% | 16 |
| N#Cc1ccsc1NC(=O)CSc1ncnc2ccccc12 | u | x |
| COc1ccc(CNC(=O)c2nn(C)c3c2CS(=O)(=O)c2ccccc2-3)cc1 | u | x |
| COc1ccccc1Nc1nc2cc(C)ccc2cc1C#N | -9% | -9 |
| CCOC(=O)c1c(NC(=S)Nc2ccccc2)sc2c1CCN(CC)C2 | u | x |
| CCc1nnc(NC(=O)CSc2ncc(-c3ccccc3)n2C)s1 | 17% | -17 |
| CC(=O)c1ccc(OCC(=O)N(CCC2=CCCCC2)c2c(N)n(Cc3ccccc3)c(=O)[nH]c2=O)cc1 | u | x |
| O=C(CSc1nnc(CNc2ccc(F)cc2)n1Cc1ccccc1)NCc1ccco1 | u | x |
| COCCCNc1nc2c(c(=O)n(Cc3ccc(OC)cc3)c(=O)n2C)n1C | u | x |
| Clc1cccc(Cl)c1CO/N=C/c1c(-c2ccccc2)nc2n1CCS2 | u | x |

Screens as filed in PubChem.

This is a subset (hit frequency here may not be typical).
